Compound activity deposited in PubChem BioAssay by National Center for Advancing Translational Sciences (NCATS).
ATXN2 expr inh: Primary qHTS for Inhibitors of ATXN expression; HEK-293 ATXN2-luciferase reporter, luminescence, 24 h; actives 0.72% (n = 360,000); AID 1745845, 2022; Potency, µM (top dose mostly 57 µM), for the others: at the top dose activity change, negative = inhibition, actives largely listed as inhibitors; further: potency means the concentration at half of the fitted maximal effect; on the % scale 0 is the no-effect control and ±100 the full control effect; nearly all actives have a fitted effect of over 55% in size
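qHTS (up to 57 uM final) was run with 24 h compound exposure of reporter cells at 37 °C. Each well was multiplexed: SteadyGlo luminescence measured ATXN2-luciferase expression after a fluorogenic Gly-Phe-AFC viability readout (25 uM final).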
IL-1B inflam inh: qHTS for Inhibitors of Inflammasome Signaling: IL-1-beta AlphaLISA Primary Screen | THP-1 LPS/ATP IL-1B secretion, AlphaLISA, 16 h; stronger effect = lower value | AID 743279, 2014 | actives 4.7% (n = 360,000) | activity change, % at 57.5 µM; in the data active means activity change below about -50%; inconclusive means mostly about -30% to -49%; further: on the % scale 0 is the no-effect control and ±100 the full control effect
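Secreted IL-1B measured by AlphaLISA bead assay after 16 h compound exposure of THP-1 cells; compounds (final up to 57.5 uM) added 1 h before LPS (250 ng/mL) and ATP (1.25 mM) stimulation; lower signal means less secretion.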
MCF10A rerep: A quantitative high throughput screen for small molecules that induce DNA re-replication in MCF 10a normal breast cells | MCF 10A DNA re-replication, Hoechst nuclear intensity, 48 h | Potency, µM (titrated, usually from 46.1 µM), for the others: at the highest dose activity, positive = re-replication, actives largely listed as activators | actives 2.9% (n = 350,000) | AID 624296, 2012; further: potency means the concentration at half of the fitted maximal effect; % of control where 0% means no effect; nearly all actives have a fitted effect of over 50% in size
KB-3-1 cytotox: qHTS assay for MDR1-selective chemotherapeutics: Primary screen using the parental adenocarcinoma cell KB-3-1; Potency, µM (doses to about 46.1 µM), for the others: at the top dose activity change, negative = cytotoxic, usual class: cytotoxic; KB-3-1 viability, CellTiter-Glo ATP luminescence, 72 h; AID 1347075, 2019; actives 1.4% (n = 400,000); further: potency means the concentration at half of the fitted maximal effect; on the % scale 0 is the no-effect control and ±100 the full control effect; nearly all actives have a fitted effect of over 60% in size
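Using CellTiter-Glo luminescence, growth of non-resistant KB-3-1 adenocarcinoma cells is assessed 72 h after pin-tool compound addition at 37 °C. Normalized responses across the concentration series yield fitted curves.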
WRN inhibitor: qHTS for Inhibitors of WRN Helicase; Bifunctional 3'-5' exonuclease/ATP-dependent helicase WRN (Homo sapiens), Q14191; WRN helicase unwinding, fluorescent forked duplex, kinetic; Potency, µM (doses to about 114 µM), inactives show top-dose activity change, negative = inhibition, most hits filed as inhibitors; actives 0.46% (n = 360,000); AID 651768, 2012; further: potency means the concentration at half of the fitted maximal effect; on the % scale 0 is the no-effect control and ±100 the full control effect; nearly all actives have a fitted effect of over 55% in size
Target sequence (Q14191 whole entry, looked up): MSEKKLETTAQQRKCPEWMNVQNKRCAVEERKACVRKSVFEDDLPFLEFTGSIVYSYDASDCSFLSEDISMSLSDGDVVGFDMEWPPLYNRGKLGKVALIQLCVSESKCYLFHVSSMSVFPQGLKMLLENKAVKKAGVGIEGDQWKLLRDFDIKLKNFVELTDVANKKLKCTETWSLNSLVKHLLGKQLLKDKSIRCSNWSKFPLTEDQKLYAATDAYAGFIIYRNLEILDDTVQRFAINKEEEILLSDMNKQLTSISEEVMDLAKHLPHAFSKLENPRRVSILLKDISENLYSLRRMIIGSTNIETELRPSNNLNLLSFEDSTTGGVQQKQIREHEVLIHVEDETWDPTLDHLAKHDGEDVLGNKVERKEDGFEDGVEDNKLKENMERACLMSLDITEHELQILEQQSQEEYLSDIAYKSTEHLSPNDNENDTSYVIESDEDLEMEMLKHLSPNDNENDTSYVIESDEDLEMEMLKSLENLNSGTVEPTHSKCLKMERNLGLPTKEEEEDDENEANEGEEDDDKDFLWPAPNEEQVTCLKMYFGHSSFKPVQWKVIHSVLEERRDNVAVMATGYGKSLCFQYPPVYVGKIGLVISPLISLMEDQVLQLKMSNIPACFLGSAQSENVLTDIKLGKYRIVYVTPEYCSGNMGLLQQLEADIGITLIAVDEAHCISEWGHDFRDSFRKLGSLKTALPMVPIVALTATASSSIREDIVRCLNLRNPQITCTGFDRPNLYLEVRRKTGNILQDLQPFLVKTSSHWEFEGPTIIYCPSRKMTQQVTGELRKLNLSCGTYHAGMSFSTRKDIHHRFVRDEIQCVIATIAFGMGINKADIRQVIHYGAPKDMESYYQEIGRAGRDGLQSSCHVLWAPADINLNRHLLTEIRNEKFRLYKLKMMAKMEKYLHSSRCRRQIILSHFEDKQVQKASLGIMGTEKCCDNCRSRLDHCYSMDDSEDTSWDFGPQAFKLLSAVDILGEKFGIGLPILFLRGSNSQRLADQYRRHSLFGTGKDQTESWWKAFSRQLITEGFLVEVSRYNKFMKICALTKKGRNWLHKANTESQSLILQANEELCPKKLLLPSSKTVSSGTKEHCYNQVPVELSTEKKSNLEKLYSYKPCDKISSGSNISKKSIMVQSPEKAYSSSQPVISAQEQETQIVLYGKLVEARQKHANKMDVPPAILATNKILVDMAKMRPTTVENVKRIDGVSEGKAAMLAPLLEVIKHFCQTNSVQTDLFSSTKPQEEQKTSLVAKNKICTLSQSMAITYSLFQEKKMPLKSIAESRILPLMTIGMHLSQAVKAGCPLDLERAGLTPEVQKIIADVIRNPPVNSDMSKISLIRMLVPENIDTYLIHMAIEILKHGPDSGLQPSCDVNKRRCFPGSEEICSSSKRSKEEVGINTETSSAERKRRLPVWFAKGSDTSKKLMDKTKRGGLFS
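Kinetic fluorescence helicase assay: unwinding of a quenched forked DNA duplex (100 nM final) with 2 mM ATP final raises red fluorescence (525/598 nm). Compounds sat 15 min at room temperature with 20 nM WRN beforehand.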
KB-V1 cytotox: qHTS assay for MDR1-selective chemotherapeutics: Primary screen using the drug-selected MDR subline cells KB-V1. KB-V1 MDR cells viability, CellTiter-Glo, 72 h. actives 3.4% (n = 400,000). Potency, µM (series often up to 46.1 µM), for the others: top-dose activity change, negative = cytotoxicity, actives largely listed as cytotoxic. AID 1347076, 2019; further: potency means the concentration at half of the fitted maximal effect; on the % scale 0 is the no-effect control and ±100 the full control effect; nearly all actives have a fitted effect of over 60% in size
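Cytotoxicity toward P-gp-expressing KB-V1 cells was determined as loss of CellTiter-Glo luminescence after 72 h at 37 degrees C. Compounds were tested in quantitative HTS format across a concentration range, with curves fitted to normalized data.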
HT1080 IDH1KD tx: qHTS for induction of synthetic lethality in tumor cells producing 2HG: qHTS for the HT-1080-IDH1KD cell line; HT-1080 IDH1 knockdown viability, ATP luminescence, 48 h; Potency, µM (top dose mostly 46.1 µM), for inactives: at the highest dose activity, negative = toxicity, actives largely listed as cytotoxic; actives 2% (n = 360,000); AID 686971, 2013;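 further: potency means the concentration at half of the fitted maximal effect; 0% = DMSO wells and -100% = cell-free medium wells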
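CellTiter-Glo luminescence after 48 h compound exposure at 37 degrees C of IDH1-knockdown HT-1080 cells in 5% FBS RPMI. %Activity scaled between DMSO wells and cell-free media wells, with curves fitted and assigned curve classes.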
HT1080-NT tox: qHTS for induction of synthetic lethality in tumor cells producing 2HG: qHTS for the HT-1080-NT fibrosarcoma cell line | actives 1.6% (n = 360,000) | Potency, µM (series often up to 46.1 µM), for the others: top-dose activity, negative = less viability, actives largely listed as cytotoxic | HT-1080-NT fibrosarcoma viability, CellTiter-Glo ATP luminescence, 48 h | AID 686970, 2013;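 further: NT is the 2HG producing partner of a matched IDH1 knockdown line; potency means the concentration at half of the fitted maximal effect; 0% = DMSO-treated cells and -100% = media-only wells without cells; nearly all actives have a fitted effect of over 55% in size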
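Viability by CellTiter-Glo luminescence after 48 h compound exposure at 37C of HT-1080-NT cells (750/well, RPMI, 5% FBS). % activity scaled between DMSO wells and medium-only wells, then curve-fitted and categorized by curve class.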
SW480 rereplic: A quantitative high throughput screen for small molecules that induce DNA re-replication in SW480 colon adenocarcinoma cells; Potency, µM (series often up to 46.1 µM), for the others: top-dose re-replication activation, hits mostly activators; SW480 DNA re-replication, Hoechst DNA content imaging, 48 h; actives 1.8% (n = 340,000); further: potency means the concentration at half of the fitted maximal effect; % of control where 0% means no effect; nearly all actives have a fitted effect of over 55% in size
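250 cells/well; 23 nL cpd via pin tool; 48 hr, 37 C, 5% CO2; Hoechst 40 min; imager read of total nuclear intensity, ex 405/em 500-530 nm.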
* = called active by the depositor; ? = inconclusive; · = not tested or not shown; & = joins results of further samples; [ ] = dose if it differs, or a comment. Unless noted, the call rests on the fitted dose curve; in most records, active means well fitted curve in the direction sought with a large enough effect; inconclusive means small, poorly fitted or top-dose-only effect, or another doubt; inactive means no such curve, though single readings can be large; an effect the other way counts as inactive or inconclusive.

Below each compound – ATXN2 expr inh | IL-1B inflam inh | MCF10A rerep | KB-3-1 cytotox | WRN inhibitor | KB-V1 cytotox | HT1080 IDH1KD tx | HT1080-NT tox | SW480 rereplic
> CCOC(=O)c1cc([N+](=O)[O-])c([N+](=O)[O-])cc1NC(C)=O
 : 6% | -81* | 10µM* | ? | -20%[11.6 µM] | -4% | ? | 7.3µM* | ?
> O=C(NCc1ccccc1CN1CCCC1)c1ccc(OCc2cscn2)cc1
 : -2% | -7 | ? | 7% | 3% | 2% | 2% | 10% | 14%
> COc1ccc(N2C(=O)CC(c3cc(OC)c(OC)c(OC)c3)CC2=O)cc1
 : 2% | 35 | ? | -27% | -1% | -14% | 1% | -17% | ?
> O=C(Nc1cccc(F)c1)C1CCN(C(=O)c2ccccc2Cl)CC1
 : -14% | 1 | -7% | 14% | -4% | -3% | 3% | 1% | -2%
> Cc1ccc(/C(=N/Nc2nc3ccccc3s2)C2=C(O)c3ccccc3C2=O)cc1
 : -16% | 24 | ? | ? | -1% | -17% | 3% | 1% | ?
> C=C1N(c2cccc(Cl)c2)C(=O)OC1(C)C
 : 0% | 3 | 3% | 14% | 11% | ? | 15% | 17% | -8%
> CCOC(=O)CNC(=O)CCNS(=O)(=O)c1ccc2c(c1)c(=O)n(C)c(=O)n2C
 : -7% | -6 | 1% | 8% | 46%[activator] | -3% | 0% | -2% | -14%
> CCCCNC(=O)CCc1c(C)nc2nc(-c3cc(OC)cc(OC)c3)nn2c1C
 : 14% | -8 | ? | 2% | -18% | -22% | -3% | -4% | -6%
> O=C(N/N=C/c1c[nH]c2ccccc12)c1cccc([N+](=O)[O-])c1
 : 7% | -4 | 2% | 0% | -34% | 5% | 1% | 1% | ·
> COc1ccc(NC(=O)C2=C(C)NC(=O)NC2c2cccc(OC)c2OC)c(OC)c1 (stereo not drawn)
 : -1% | 32 | 13% | 18% | -1% | 8% | 7% | 7% | 2%
> C=CCN(CC=C)C(=O)Nc1cc(OC)ccc1OC
 : -5% | -2 | 3% | 13% | 9% | -27% | 9% | 11% | -4%
> CC(C)Oc1cc(C(=O)N2CCC(N3CCCCC3)CC2)ccc1Nc1nnc(Cl)c(Nc2ccccc2S(C)(=O)=O)n1
 : 0% | -19 | -14% | 1% | -7% | 0% | -1% | -23% | -8%
> CCCc1cc(=O)[nH]c(SCC(=O)c2cc(C)n(C)c2C)n1
 : -2% | 3 | 5% | 3% | 3% | -6% | 3% | 1% | 0%
> COc1cc(C(=O)NCc2ccncc2)cc(Br)c1OCc1ccccc1
 : ? | ? | 14% | -19% | -11% | -28% | -24% | -20% | ?
> Cc1ccc(C)c(C(=O)n2cnnc2N)c1
 : -4% | 18 | -3% | -5% | -5% | 13% | 12% | 12% | -5%
> O=C1c2ccccc2S(=O)(=O)c2cc(N3CCC4(CC3)OCCO4)ccc21
 : 26% | -20 | ? | -12% | -6% | 7.3µM* | -4% | -12% | 1%
> COc1ccc(-c2ccc(CCC(=O)O)n2-c2ccccc2O)cc1
 : 6% | 20 | 1.8µM* | ? | -8% | 15%&26% | ? | ? | 21µM*
> O=C(OCc1ccccc1)N1CCOCCOCCN(C(=O)OCc2ccccc2)CCOCCOCC1
 : ? | 0 | -8% | -18% | -15% | ? | ? | ? | -2%
> Cc1cccc(CC(=O)Nc2cc(=O)n(C)c(=O)n2C)c1
 : -12% | 24 | -10% | 14% | 4% | 30% | 3% | 5% | -10%
> CN(CCCNC(=O)c1cn(C)c2ccc(S(=O)(=O)N(C)C)cc2c1=O)c1ccccc1
 : -4% | 11 | -3% | 2% | 1% | 1% | 7% | 0% | -4%
> Cn1c(=O)c2[nH]cnc2n(-c2ccccc2)c1=O
 : -4% | 22 | -3% | -10% | 4% | 4% | 9%[9.24 µM] | 5% | -2%
> COc1ccc(CCn2c(C)c(C(C)=O)c(C(C)=O)c2C)cc1OC
 : 1% | 18 | 1% | ? | 2% | -12% | -1% | 1% | 1%
> Cc1nc(SCC(=O)Nc2cc(C(N)=O)cc(C(N)=O)c2)c2c(C)c(C)sc2n1
 : -3% | 5 | 0% | 26% | -20% | 16% | 10% | 2% | 8%
> CCCCNC(=O)CN1C(=O)NC(CCc2ccccc2)C1=O (stereo not drawn)
 : · | 12 | 0% | -17% | 3% | 17% | 10% | 13% | 2%
> CCOC(=O)c1ccc(NC(=O)c2c(Cl)cc(C)nc2C)cc1
 : 4% | ? | -11% | -7% | 2% | ? | -9% | -7% | -6%
> CCOc1ccc(-c2c(=O)n(O)c3ccccc3[n+]2[O-])cc1
 : · | -1 | 0% | -8% | -5% | 4% | 2% | -2% | 3%
> CC1CCCC(C)N1CCCNC(=O)c1ccc2nc(N3CCOCC3)sc2c1 (stereo not drawn)
 : 3% | -5 | 17% | 14% | -2% | 0% | -8% | 0% | 1%
> O=C(Nc1ccc2c(c1)OCCO2)C1CCN(C(=O)c2ccc(F)cc2)CC1
 : 34%[activator] | 4 | -7% | -12% | -3% | ? | 3% | -10% | ?
> CSc1ccccc1NC(=O)COc1ccc(Cl)cc1
 : 7% | -6 | 17% | 5% | -5% | -30% | 1% | -2% | 13%
> COc1ccccc1/C=C/C(=O)OCC(=O)Nc1ccc2c(c1)OCCO2
 : · | -9 | 5% | 1% | 0% | ? | -3% | 0% | 0%
> COc1ccc(CC(=O)Nc2c3c(nn2-c2cccc(Cl)c2)CS(=O)(=O)C3)cc1
 : 11% | -20 | 23% | 3% | -3% | 16µM* | ? | -1% | -4%
> CC[C@@]1(C(=O)OC)N[C@H](CN(C)C(=O)c2ccccc2)[C@@H]2C(=O)N(Cc3ccccc3)C(=O)[C@@H]21
 : 5% | -5 | 2% | 4% | -4% | 3% | 12% | 15% | -38%[9.22 µM]
> N#Cc1cn(CC(=O)N2CCCC2)c2ccccc12
 : 1% | 26 | ? | 7% | 1% | 10% | 19% | 13% | -10%
> CCOC(=O)N1CCN(C(c2ccc(C)cc2)c2sc3nc(C)nn3c2O)CC1 (stereo not drawn)
 : -9% | -6 | 1% | 1% | 3% | -1% | 1% | -1% | 0%
> C=CCNC(=O)/C(C#N)=C/c1ccccc1[N+](=O)[O-]
 : 35% | -62* | 0% | 11% | -6% | 4% | 1% | -2% | ?
> Cc1ccc(S(=O)(=O)NNC(=O)c2ccccc2O)cc1
 : -4% | 19 | ? | -1% | -31%[57.1 µM] | -24% | -2% | -3% | 13%
> O=C(C[C@@H]1C/C=C/CC[C@H](Cc2ccc(F)cc2)C(=O)OC[C@@H](Cc2ccccc2)NC1=O)N[C@H](CO)Cc1ccccc1
 : 11µM* | 4 | 7.3µM* | ? | 4% | 0% | ? | ? | ?
> COc1cc2c(cc1OC)C(C)=NC1(CCCCC1)C2
 : -12% | -13 | 0% | -2% | -30% | 17% | 5% | 5% | 0%
> O=C(Oc1ccccc1C(=S)N1CCOCC1)c1cccc([N+](=O)[O-])c1
 : -8% | 12 | 5% | 5% | -4% | 6% | 0% | 7% | 1%
> O=C(NCc1cccs1)N[C@@H](Cc1ccccc1)C(=O)O
 : 0% | 10 | 7% | 11% | -3% | 0% | 2% | 5% | 2%
> Cc1nn(-c2ccccc2)c(C)c1C(=O)OC(C)C(=O)NC1CCCCC1C (stereo not drawn)
 : · | 23 | -17% | -22% | -5% | ? | -2% | 0% | -2%
> NC(=O)CSc1ncnc2c1oc1ccccc12
 : 3% | 18 | ? | -9% | -2% | -19% | -5% | 0% | 16%
> Fc1cccc(NCc2cn3ccccc3n2)c1
 : 25% | -1 | 0% | -1% | -3% | ? | 4% | 2% | -9%
> Cc1ccc(SC(C)C(=O)NCC(C)C)cc1 (stereo not drawn)
 : -8% | 3 | 14% | 5% | 4% | -5% | 2% | 25% | -1%
> CCN(CC)CCCNC(=O)c1ccc2c(Cl)c3c(nc2c1)CCCC3
 : 28µM* | · | 9% | -21%&0% | 15% | ? | 29µM* | 23µM* | -1%
> O=P(COCCCCCOCP(=O)(c1ccccc1)c1ccccc1)(c1ccccc1)c1ccccc1
 : -13% | ? | 3%[9.22 µM] | -6% | 5% | -12% | -11% | -11% | -15%
> O=C(c1ccc(S(=O)(=O)c2cccc(Cl)c2)c([N+](=O)[O-])c1)N1CCN(Cc2ccccc2)CC1
 : ? | -99* | 21µM* | ? | -8% | ? | ? | 8.2µM* | ?
> COc1cc(/C=C/C(=O)O)cc(S(=O)(=O)NCCO)c1OC
 : 11% | 7 | -1% | 15% | 5% | 0% | 17% | 18% | 0%
> C/C=C/C(=O)OCC(=O)Nc1ccc(OC)c(OC)c1
 : 14% | -2 | -1% | -9% | 4% | 5% | -8% | -2% | 5%
> COc1ccc(C(=O)OCCCc2cc3ccccc3c(=O)o2)cc1
 : -13% | 16 | 12% | ? | -13% | -2% | -2% | 0% | -6%
> CC1(C)N=C(N)N=C(N)N1c1cccc(C#N)c1
 : -10% | 26 | 15% | 16µM* | 1% | -8% | 0.23µM* | ? | ?
